# DSG3 Ab inh – blocks pemphigus antibody binding to human desmoglein-3. P32926. DSG3-coupled beads, scFv-anti-DSG3-GFP binding, flow cytometry; stronger effect = lower value. binding (percent of control), % at 10 µM. 310,000 compounds, 0.48% hits. AID 588358;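 active means binding more than 3 SD below its plate's average and above zero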; further: some compounds called inactive have numbers as strong as hits
# Cardiac RTF inh – cardiac RTF calcium desensitization. P19429+P45379. IANBD-labeled cardiac RTF, Ca2+ fluorescence. inhibition, % at 7.15 µM. 340,000 compounds, 0.12% hits. AID 493244;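 active means inhibition above the mean inhibition of all tested compounds plus 3 SD, cut at about 17% in these data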;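 further: assay run at fixed EC70 calcium of 1.6 mM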
# C-LANA FP – KSHV C-LANA DNA binding inhibition; MBP-C-LANA/FAM-LBS DNA binding, fluorescence polarization; inhibition, % at 9 µM; 340,000 compounds, 0.078% hits;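 active means highest replicate inhibition at or above 60% at 9 µM, even if other replicates fall short; inactive means all replicates below 60% inhibition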;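 further: 0% = neutral control wells and 100% = 4 µM acridine orange control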
# NSD2 inh – inhibitors of human histone methyltransferase NSD2; inhibition, % at 12.5 µM; AID 743445; NSD2 peptide methylation, AlphaScreen, 120 min; O96028; 310,000 compounds, 0.54% hits; in the data active means inhibition above about 50%
# Arrestin-AP2 inh – human beta-arrestin and AP2 interaction inhibition; FITC-arrestin peptide / GST-AP2 beads, flow cytometry; AP2 beta2 appendage carries R879A mutation; inhibition, % at 10 µM; 340,000 compounds, 0.31% hits;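 active means inhibition above a set limit, near 3 SD of compounds lacking own fluorescence, cut at about 54% in these data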;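 further: plate controls were DMSO wells for no effect and 5 µM unlabelled arrestin peptide for full effect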
#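 System: GST-AP2 R879A glutathione beads. Medium: PBS with 0.05% Tween 20 and 0.1% BSA. Also added: FITC-arrestin peptide, 50 nM. Incubation: 12 min plus 1 h, RT. Measured by: high-throughput flow cytometry of beads, ex 488, em 535 nm. Evaluation: percent drop in bead-associated FITC signal.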
# Keap1 Nrf2 FP – disrupts human Keap1 binding to Nrf2 peptide | inhibition, % at 9.4 µM | Keap1 Kelch-Nrf2 peptide fluorescence polarization, 1536-well | 340,000 compounds, 0.15% hits; in the data active means inhibition above about 12%;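 further: human Keap1 Kelch domain with fluorescein labeled Nrf2 9mer peptide probe; 0% = neutral control wells and 100% = peptide positive control; higher means more block of Keap1 binding to Nrf2 peptide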
# DAGLB inhibitor – diacylglycerol lipase beta (human) inhibition. HEK293T DAGLB membrane lysate, EnzChek fluorogenic substrate. inhibition, % at 5.17 µM. 340,000 compounds, 0.059% hits. AID 504411; in the data active means inhibition above about 34%;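 further: 0% = enzyme with vehicle and 100% = wells lacking enzyme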
# CAL PDZ FP-1 – inhibitors of human CAL PDZ peptide binding | 300,000 compounds, 0.92% hits | AID 602252 | purified CAL PDZ, TMR-peptide fluorescence polarization, 1 h | inhibition, % at 24.9 µM;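 active means mean inhibition of at least 30% with at least half of replicates also reaching 30%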;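 further: 0% = DMSO neutral control and 100% = excess unlabeled competitor peptide PRC23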
# V-ATPase pH – regulators of yeast V-ATPase proton transport; 350,000 compounds, 0.37% hits; S. cerevisiae, pHLuorin cytosolic pH fluorescence; response, % at 10 µM; in the data active means response mostly above about 7.3%, no sharp cut-off; inactive means mostly below about 5.4%; further: actives read high; inactives centre near 0; some compounds called inactive have numbers as strong as hits
# CAL PDZ FP-2 – human CAL PDZ-peptide interaction inhibition; Q9HD26; purified CAL PDZ, TMR-peptide fluorescence polarization, 1 h; inhibition, % at 20 µM; 330,000 compounds, 0.02% hits; AID 504414;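 active means highest replicate inhibition of at least 40%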;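 further: plate controls were DMSO neutral control wells for no effect and unlabeled competitor peptide control wells for full effect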
#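 Control set: unlabelled peptide and DMSO controls / Material: purified CerCALP PDZ construct / Timing: 1 h incubation at room temperature before polarization reading / Doses: 20 µM, one dose / Detection: fluorescence polarization (mP)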
# * = called active by the depositor; nt = no result given. A portion of the library; rates above refer to the full screens.
SMILES,DSG3 Ab inh,Cardiac RTF inh,C-LANA FP,NSD2 inh,Arrestin-AP2 inh,Keap1 Nrf2 FP,DAGLB inhibitor,CAL PDZ FP-1,V-ATPase pH,CAL PDZ FP-2
COCCNS(=O)(=O)c1cc(-c2nn(C)c(=O)c3ccccc23)ccc1C,100,-4,2.0,3,0,0,2,2,-1,-3.4
COc1ccc(C2OCC(C)([N+](=O)[O-])CO2)cc1 (stereo not given),119,8,-2.4,0,12,3,-1,-6,-2,-0.6
CCOC(=O)c1[nH]c2ccc(OC)cc2c1NC(=S)N1CCN(c2ccc(F)cc2)CC1,nt,5,0.9,-1,10,-3,0,-4,0,-1.3
CC(C)CNC(=O)COC(=O)c1ccc([N+](=O)[O-])cc1Cl,85,0,0.6,-1,-12,-1,-2,1,5,-2.1
c1ccc(-c2nc(SCc3nc4ccccc4[nH]3)c3oc4ccccc4c3n2)cc1,101,10,2.1,nt,-9,0,-2,-5,0,-1.3
COC(=O)c1ccccc1Oc1nc(Cl)cc(OC)n1,108,11,2.1,-3,-8,-3,1,-6,-4,-1.0
O=c1ccnc(SCn2nnc3ccccc3c2=O)[nH]1,101,9,0.5,nt,-4,-5,-1,-3,-4,0.3
Cc1cccc(NC(=S)NCC2CCCO2)c1 (stereo not given),nt,-4,0.6,0,1,3,1,-3,1,-0.4
Cc1ccc(-c2cc(Cc3cccs3)c(=O)[nH]n2)cc1,112,1,0.9,0,-21,-3,-4,nt,-1,-1.0
O=C1CC(N2CCC(Cc3ccccc3)CC2)C(=O)N1CCc1ccccc1 (stereo not given),108,4,2.6,0,40,-1,1,-1,10*,-2.3
Cc1cccc(NS(=O)(=O)c2cccc3cccnc23)n1,105,-9,15,nt,-5,-1,-1,nt,3,-0.6
CCC(=O)Nc1ccc(OCc2nc3ccccc3s2)cc1,104,0,0.9,-1,-15,3,2,5,0,-2.6
CCN(CC)CCCNC(=O)COc1ccc2oc3c(c2c1)CCCC3,93,-1,0.2,12,0,-4,1,2,-1,0.7
O=C(Nc1ccc2c(c1)OCO2)N1CCCc2ccccc21,99,0,22,1,0,3,0,-3,-1,-0.4
CCOC(=O)CSc1nc2ccc(NC(=O)CSc3nnnn3Cc3ccccc3)cc2s1,99,-8,0.4,nt,16,-3,-7,-1,-2,0.5
Cc1cc(S(=O)(=O)NCC2CC2)c(Cl)cc1Cl,96,2,-1.0,-2,31,-4,-4,2,-2,-2.1
CCCN1CCN(C(=O)C2CCN(S(=O)(=O)c3c(C)noc3/C=C/c3ccc(C)cc3)CC2)CC1,100,-2,0.5,1,9,-5,-10,0,4,-6.9
COc1ccc(C(=O)NCC(c2ccco2)N2CCc3ccccc32)c(OC)c1 (stereo not given),112,-3,1.6,5,-12,-2,2,-2,3,0.3
Cc1ccc(Cn2c(=N)n(CC(O)COc3ccccc3)c3ccccc32)cc1 (stereo not given),119,3,0.5,nt,-9,-1,3,-5,0,-4.9
COc1ccc(-c2csc(NC(=O)CN3C(=O)NC4(CCCC4)C3=O)n2)cc1,115,-8,0.0,-2,30,1,-2,-4,-6,0.4
Cc1nnc2ccc(-c3ccc(NS(C)(=O)=O)cc3)nn12,100,2,0.3,-2,7,-4,-2,-1,10,-1.3
CCC1(C)COC2(OC1)C(=O)Nc1ccccc12 (stereo not given),97,-6,0.0,1,-2,1,-1,14,-2,-0.1
Cc1n[nH]c(C)c1CN(C)C(=O)C1CCC(=O)N(CCc2cccc(F)c2)C1 (stereo not given),103,-9,1.5,-2,10,-4,0,-3,-4,-0.4
CC(=O)Oc1ccc(C(C)=O)c2c1OCCO2,81,3,-1.2,1,31,-3,-1,0,0,-2.4
c1csc(C2Nc3ccccc3-c3nc4ccccc4n32)c1 (stereo not given),102,0,-2.0,-11,-11,-3,-6,1,0,-0.2
O=c1cc(Cc2ccccc2)[nH]c(=S)[nH]1,122,-6,-2.4,1,1,-4,0,-1,-1,-2.6
O=C(OCc1nc2ccccc2[n+]([O-])c1C(=O)c1ccccc1)c1cccnc1,nt,3,0.2,17,11,-4,-1,-1,2,-0.4
COc1ccccc1N(C)S(=O)(=O)c1ccc(C(=O)Nc2ccc(C)cc2C)cc1,106,-8,0.1,-1,2,0,1,6,1,-3.1
Cc1cc(C(F)(F)F)n2nc(C)c(-c3ccc(Cl)cc3)c2n1,96,3,0.1,-5,-5,2,-4,-5,-3,-0.3
CCCCc1nnc(NC(=O)CCN2C(=O)C3CC=CCC3C2=O)s1 (stereo not given),101,-1,-1.6,1,17,-4,1,-2,1,-0.4
Oc1cccc(/C=N/N2CCN(C3c4ccccc4-c4ccccc43)CC2)c1,90,-5,-1.2,-2,-6,-6,0,-3,4,-1.0
COc1ccc(Nc2oc(-c3ccccc3Cl)nc2C#N)cc1,94,-9,-0.8,nt,1,-5,-3,nt,-1,-0.6
CCOc1ccc(NC(=O)CSc2nc3ccccc3nc2N2CCCC2)cc1,96,-6,0.0,nt,-5,5,-4,nt,0,0.8
COc1ccc(OCC(=O)Nc2ccc3c(c2)n(C)c(=O)n3C)cc1,111,-6,2.1,-1,2,-1,-2,nt,-4,-0.1
COc1ccc(C2CC(=O)C(C=NCCN3CCN(C(=S)Nc4ccccc4)CC3)=C(O)C2)cc1 (stereo not given),114,4,0.5,-1,4,-4,-1,-3,-1,0.4
Cc1ccc[n+](C(C)C(=O)Nc2ccc(C)c(C)c2)c1 (stereo not given),125,-1,1.4,1,8,-3,-1,-4,-2,0.6
CCOC(=O)c1ccc(NC(=S)NC2CCCC2)cc1,82,-8,0.0,2,16,1,-5,-3,-5,-0.9
Cc1ccc(-c2nc3ccccc3s2)cc1NC(=S)NC(=O)c1cccc2ccccc12,109,1,1.4,-3,0,2,0,-3,-1,-0.1
CCOc1ccc(-c2nnc(-c3ccncc3)o2)cc1,nt,4,-1.9,-1,0,-5,-1,0,-2,-4.2
COc1ccc(N2Cc3cccc(C(=O)O)c3C2=O)cc1,100,-3,11,nt,1,-1,1,5,5,-0.2
COc1ccc2c(c1OC)C(=O)OC2Nc1nc(-c2ccc([N+](=O)[O-])cc2)cs1 (stereo not given),111,-8,-1.6,4,2,1,2,-9,-1,0.0
NC(=O)c1cc(-c2ccccc2)nc(N2CCCCCC2)n1,111,-1,-0.5,-2,-2,-4,-2,nt,3,-0.5
COc1ccc2c(c1)C(c1ccc(C)o1)=NNC(c1cccnc1)=N2,99,-1,6.1,nt,11,1,1,-3,8.6*,-6.5
O=C(CCl)N(C/C=C/c1ccccc1)c1ccc2c(c1)OCCO2,95,-1,-1.6,0,-28,-6,4,4,-3,-1.8
NS(=O)(=O)c1ccc(CNC(=S)Nc2cc(S(=O)(=O)N3CCOCC3)ccc2Cl)cc1,100,-4,0.7,-3,5,-3,-1,nt,1,0.1
Cc1cc(C)nc(-n2ncc3c2CC(c2cccc(Cl)c2)CC3=O)n1 (stereo not given),nt,0,1.1,-4,-3,-7,1,3,1,-2.6
CC(C)C[C@@H](CNCC(=O)[C@H](C)NC(=O)c1[nH]cnc1C(=O)N[C@@H](C)CN)NC(=O)c1nc[nH]c1C(=O)N[C@@H](CO)C(=O)O,107,1,0.8,nt,-4,4,1,5,2,1.4
CN(C(=O)c1cccc(NC(=O)C2CCN(C(=O)OC(C)(C)C)CC2)c1)C1CCC1,100,1,0.4,nt,5,1,0,-3,-3,-0.1
CN(C)C(=S)NC(=NCc1ccc([N+](=O)[O-])cc1)c1ccccc1,106,3,1.1,1,-14,-7,-1,2,3,-1.2
CCN(CC(=O)NC1CCS(=O)(=O)C1)C(C)C(=O)Nc1ccc(F)cc1 (stereo not given),103,-4,-2.3,-1,-4,-3,0,0,-6,-0.1

# 2 records picked at random from those above, as already listed:
SMILES,DSG3 Ab inh,Cardiac RTF inh,C-LANA FP,NSD2 inh,Arrestin-AP2 inh,Keap1 Nrf2 FP,DAGLB inhibitor,CAL PDZ FP-1,V-ATPase pH,CAL PDZ FP-2
CN(C)C(=S)NC(=NCc1ccc([N+](=O)[O-])cc1)c1ccccc1,106,3,1.1,1,-14,-7,-1,2,3,-1.2
COc1ccc2c(c1)C(c1ccc(C)o1)=NNC(c1cccnc1)=N2,99,-1,6.1,nt,11,1,1,-3,8.6*,-6.5

# 11 compounds already listed, sorted by SMILES length, lowest first.
SMILES,DSG3 Ab inh,Cardiac RTF inh,C-LANA FP,NSD2 inh,Arrestin-AP2 inh,Keap1 Nrf2 FP,DAGLB inhibitor,CAL PDZ FP-1,V-ATPase pH,CAL PDZ FP-2
CCOC(=O)c1ccc(NC(=S)NC2CCCC2)cc1,82,-8,0.0,2,16,1,-5,-3,-5,-0.9
COc1ccc(N2Cc3cccc(C(=O)O)c3C2=O)cc1,100,-3,11,nt,1,-1,1,5,5,-0.2
NC(=O)c1cc(-c2ccccc2)nc(N2CCCCCC2)n1,111,-1,-0.5,-2,-2,-4,-2,nt,3,-0.5
O=C(CCl)N(C/C=C/c1ccccc1)c1ccc2c(c1)OCCO2,95,-1,-1.6,0,-28,-6,4,4,-3,-1.8
COc1ccc2c(c1)C(c1ccc(C)o1)=NNC(c1cccnc1)=N2,99,-1,6.1,nt,11,1,1,-3,8.6*,-6.5
Cc1cc(C)nc(-n2ncc3c2CC(c2cccc(Cl)c2)CC3=O)n1 (stereo not given),nt,0,1.1,-4,-3,-7,1,3,1,-2.6
Cc1ccc(-c2nc3ccccc3s2)cc1NC(=S)NC(=O)c1cccc2ccccc12,109,1,1.4,-3,0,2,0,-3,-1,-0.1
CN(C(=O)c1cccc(NC(=O)C2CCN(C(=O)OC(C)(C)C)CC2)c1)C1CCC1,100,1,0.4,nt,5,1,0,-3,-3,-0.1
COc1ccc2c(c1OC)C(=O)OC2Nc1nc(-c2ccc([N+](=O)[O-])cc2)cs1 (stereo not given),111,-8,-1.6,4,2,1,2,-9,-1,0.0
NS(=O)(=O)c1ccc(CNC(=S)Nc2cc(S(=O)(=O)N3CCOCC3)ccc2Cl)cc1,100,-4,0.7,-3,5,-3,-1,nt,1,0.1
CC(C)C[C@@H](CNCC(=O)[C@H](C)NC(=O)c1[nH]cnc1C(=O)N[C@@H](C)CN)NC(=O)c1nc[nH]c1C(=O)N[C@@H](CO)C(=O)O,107,1,0.8,nt,-4,4,1,5,2,1.4

# Further structures:
SMILES,DSG3 Ab inh,Cardiac RTF inh,C-LANA FP,NSD2 inh,Arrestin-AP2 inh,Keap1 Nrf2 FP,DAGLB inhibitor,CAL PDZ FP-1,V-ATPase pH,CAL PDZ FP-2
Oc1ccc(N=Nc2nccs2)c(O)c1,nt,1,2.3,18,-4,-8,12,-4,-2,nt
CC12CCC(=O)C=C1C(F)CC1C2C(O)CC2(C)C1CCC2(O)C(=O)CO (stereo not given),133,-2,4.0,-1,13,3,-1,-3,-6,-1.8
COc1ccc(OC)c(NS(=O)(=O)c2ccc3[nH]c(=O)[nH]c3c2)c1,103,nt,nt,2,nt,nt,-2,nt,-5,nt
COc1ccc(C2(C(=O)Nc3cc(C)on3)CCOCC2)cc1,112,0,-2.3,1,-1,-5,1,-3,-2,-0.6

# Assay outcomes from PubChem.
